Screening data from PubChem BioAssay.
ATXN2 expr inh: reduces ATXN2 reporter expression in HEK-293 cells; HEK-293 ATXN2-luciferase reporter, luminescence, 24 h; Potency, µM (titrated, usually from 57 µM), for inactives: at the top dose activity change, negative = inhibition, hits mostly inhibitors; actives 0.72% (n = 360,000); AID 1745845; note: potency is the fitted concentration of half-maximal effect; % is set by controls: 0 for no effect and ±100 for the full control effect; nearly all actives have a fitted effect of over 55% in size
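qHTS (up to 57 uM final) was run with 24 h compound exposure of reporter cells at 37 °C. Each well was multiplexed: SteadyGlo luminescence measured ATXN2-luciferase expression after a fluorogenic Gly-Phe-AFC viability readout (25 uM final).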
WRN helicase inh: blocks human WRN helicase; WRN helicase unwinding, fluorescent forked duplex, kinetic; actives 0.46% (n = 360,000); Potency, µM (doses to about 114 µM), for the others: at the top dose activity change, negative = inhibition, most hits filed as inhibitors; note: potency is the fitted concentration of half-maximal effect; % is set by controls: 0 for no effect and ±100 for the full control effect; nearly all actives have a fitted effect of over 55% in size
Target sequence (Q14191 whole entry, looked up): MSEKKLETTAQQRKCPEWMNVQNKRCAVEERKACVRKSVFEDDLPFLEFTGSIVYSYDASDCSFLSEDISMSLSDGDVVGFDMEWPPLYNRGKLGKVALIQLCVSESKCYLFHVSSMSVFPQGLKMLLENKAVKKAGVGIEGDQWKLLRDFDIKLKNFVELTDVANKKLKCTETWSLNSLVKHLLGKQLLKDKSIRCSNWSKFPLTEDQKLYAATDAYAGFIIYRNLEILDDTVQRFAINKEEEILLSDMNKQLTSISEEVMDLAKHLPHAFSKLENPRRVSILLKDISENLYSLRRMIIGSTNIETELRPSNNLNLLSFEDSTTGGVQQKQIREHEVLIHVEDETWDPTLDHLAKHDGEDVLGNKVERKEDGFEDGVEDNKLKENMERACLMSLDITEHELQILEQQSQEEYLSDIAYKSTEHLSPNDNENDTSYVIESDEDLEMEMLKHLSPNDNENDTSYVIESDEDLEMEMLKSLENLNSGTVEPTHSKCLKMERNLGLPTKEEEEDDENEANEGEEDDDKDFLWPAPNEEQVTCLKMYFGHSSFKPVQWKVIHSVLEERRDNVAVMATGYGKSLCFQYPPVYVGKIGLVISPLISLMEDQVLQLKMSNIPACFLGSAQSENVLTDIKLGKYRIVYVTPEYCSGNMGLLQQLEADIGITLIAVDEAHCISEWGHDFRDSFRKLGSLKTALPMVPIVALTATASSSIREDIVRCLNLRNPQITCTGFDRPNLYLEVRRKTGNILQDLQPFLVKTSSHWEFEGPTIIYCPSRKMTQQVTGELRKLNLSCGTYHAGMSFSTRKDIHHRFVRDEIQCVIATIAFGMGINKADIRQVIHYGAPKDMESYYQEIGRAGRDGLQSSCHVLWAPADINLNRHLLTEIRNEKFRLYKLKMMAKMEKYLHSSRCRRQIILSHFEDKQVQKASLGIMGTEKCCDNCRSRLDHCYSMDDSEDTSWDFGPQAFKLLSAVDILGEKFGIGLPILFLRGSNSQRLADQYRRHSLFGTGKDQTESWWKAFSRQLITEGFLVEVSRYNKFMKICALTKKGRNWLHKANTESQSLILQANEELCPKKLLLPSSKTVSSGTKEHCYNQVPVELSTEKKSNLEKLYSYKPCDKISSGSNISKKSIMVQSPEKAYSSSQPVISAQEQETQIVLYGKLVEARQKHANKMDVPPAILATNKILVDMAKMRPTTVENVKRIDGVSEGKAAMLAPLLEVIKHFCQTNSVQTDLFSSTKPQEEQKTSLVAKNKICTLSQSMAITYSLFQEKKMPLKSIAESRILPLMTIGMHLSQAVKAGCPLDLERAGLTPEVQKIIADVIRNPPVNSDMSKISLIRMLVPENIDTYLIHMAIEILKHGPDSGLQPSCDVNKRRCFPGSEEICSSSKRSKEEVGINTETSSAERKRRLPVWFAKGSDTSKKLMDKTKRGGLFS
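Primary qHTS, 1536-well format. 20 nM WRN + compound, 15 min RT; start with 100 nM forked fluorophore/quencher duplex, 2 mM ATP (final); kinetic read ex 525/em 598 nm.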
SW480 rereplic: induces DNA re-replication in SW480 colon adenocarcinoma cells. SW480 DNA re-replication, Hoechst DNA content imaging, 48 h. Potency, µM (titrated, usually from 46.1 µM), inactives show top-dose re-replication activation, hits mostly activators. actives 1.8% (n = 340,000); note: potency is the fitted concentration of half-maximal effect; % of control where 0% means no effect; nearly all actives have a fitted effect of over 55% in size
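Quantitative HTS format with DMSO vehicle controls; 48 hr drug incubation at 37 C, then 40 min Hoechst staining and scanning imager measurement at 405 nm excitation.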
HT1080-NT tox: kills 2HG-producing HT-1080-NT fibrosarcoma cells. HT-1080-NT fibrosarcoma viability, CellTiter-Glo ATP luminescence, 48 h. Potency, µM (top dose mostly 46.1 µM), for the others: top-dose activity, negative = less viability, hits mostly cytotoxic. actives 1.6% (n = 360,000);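 note: NT is the 2HG producing partner of a matched IDH1 knockdown line; potency is the fitted concentration of half-maximal effect; 0% = DMSO-treated cells and -100% = media-only wells without cells; nearly all actives have a fitted effect of over 55% in size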
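Fibrosarcoma NT cells, 750 per well in 5% FBS RPMI, were exposed to compound for 48 hours. Viability: CellTiter-Glo luminescence.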
HT1080 IDH1KD tx: toxicity to HT-1080 IDH1 knockdown cells (counter line) | HT-1080 IDH1 knockdown viability, ATP luminescence, 48 h | Potency, µM (series often up to 46.1 µM), for inactives: top-dose activity, negative = toxicity, usual class: cytotoxic | actives 2% (n = 360,000) | AID 686971;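 note: potency is the fitted concentration of half-maximal effect; 0% = DMSO wells and -100% = cell-free medium wells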
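Using the IDH1-knockdown HT-1080 line run in the same batch and compound series as the NT line, viability after 48 h at 37 °C was determined by CellTiter-Glo luminescence and expressed as % activity.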
KB-V1 cytotox: KB-V1 MDR subline cytotoxicity. KB-V1 MDR cells viability, CellTiter-Glo, 72 h. Potency, µM (highest dose often 46.1 µM), for inactives: at the highest dose activity change, negative = cytotoxicity, actives largely listed as cytotoxic. actives 3.4% (n = 400,000). AID 1347076; note: potency is the fitted concentration of half-maximal effect; % is set by controls: 0 for no effect and ±100 for the full control effect; nearly all actives have a fitted effect of over 60% in size
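Readout: CellTiter-Glo luminescence, 10 min after addition. Cells: KB-V1 MDR subline, 72 h at 37 degrees C with compound. Analysis: corrected, normalized data fitted to concentration-effect curves.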
MCF10A rereplic: DNA re-replication induction in MCF 10a cells; Potency, µM (doses to about 46.1 µM), without a hit: top-dose activity, positive = re-replication, hits mostly activators; actives 2.9% (n = 350,000); MCF 10A DNA re-replication, Hoechst nuclear intensity, 48 h; note: potency is the fitted concentration of half-maximal effect; % of control where 0% means no effect; nearly all actives have a fitted effect of over 50% in size
KB-3-1 tox: KB-3-1 parental cell cytotoxicity; KB-3-1 viability, CellTiter-Glo ATP luminescence, 72 h; Potency, µM (doses to about 46.1 µM), for the others: at the highest dose activity change, negative = cytotoxic, hits mostly cytotoxic; actives 1.4% (n = 400,000); note: potency is the fitted concentration of half-maximal effect; % is set by controls: 0 for no effect and ±100 for the full control effect; nearly all actives have a fitted effect of over 60% in size
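Cells are dispensed, compounds pinned in, plates held at 37 °C for 72 h, then CellTiter-Glo is added and luminescence read after 10 minutes. Cell line: parental KB-3-1 in phenol-red-free DMEM, 10% FBS.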
IL-1B inflam inh: inflammasome signaling inhibition, IL-1 beta readout | AID 743279 | activity change, % at 57.5 µM | actives 4.7% (n = 360,000) | THP-1 LPS/ATP IL-1B secretion, AlphaLISA, 16 h; active compounds read low; in the data active = activity change below about -50%; inconclusive = mostly about -30% to -49%; note: % is set by controls: 0 for no effect and ±100 for the full control effect
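THP-1 cells pretreated 1 hr with compounds (up to 57.5 uM final), then stimulated with LPS (250 ng/mL final) plus ATP (1.25 mM final); secreted IL-1B measured by AlphaLISA after 16 hr, decreased signal indicating inhibition.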
* marks the source's active call; other numbers are inactive results; ? = inconclusive; nt = no result given; [ ] = another dose, or the depositor's remark. Unless noted, calls come from the whole dose curve; as a rule, active = well fitted curve in the direction sought with a large enough effect; inconclusive = small, poorly fitted or top-dose-only effect, or another doubt; inactive = no such curve, though single readings can be large; an effect the other way counts as inactive or inconclusive.

entry	structure	ATXN2 expr inh	WRN helicase inh	SW480 rereplic	HT1080-NT tox	HT1080 IDH1KD tx	KB-V1 cytotox	MCF10A rereplic	KB-3-1 tox	IL-1B inflam inh
1	CCOC(=O)c1sc2ncnc(NCc3ccco3)c2c1C	-11%	-34%	2%	-3%	-4%	?	-3%	-3%	10
2	COC(=O)CSc1nc2cc3c(cc2cc1C#N)OCO3	144%[activator]	-35%	2%	-3%	-16%	-15%	-3%	1%	-3
3	COc1ccc(CCN(C)C(=O)CN2C(=O)NC3(CCCc4ccccc43)C2=O)cc1OC (stereo not drawn)	5%	-3%	14%	-2%	-1%	-6%	1%	29%	-10
4	Cc1oc2ccc(OC(=O)COc3c(F)c(F)c(F)c(F)c3F)cc2c1C(=O)OC(C)C	0%	-14%	-8%	22%	27%	6%	-1%	-3%	-21
5	CCS(=O)(=O)N1CCN(c2ccc([N+](=O)[O-])c(NCc3ccccc3)c2)CC1	-9%	-33%[57.1 µM]	11%	-9%	-6%	?	6%	-3%	-21
6	COc1ccc(CNC(=O)Cc2c[nH]c3ccccc23)cc1OC	-4%	-1%	-6%	-8%	0%	11%	4%	13%	10
7	Cc1cn(C2OC(CC(=O)Oc3ccccc3)C(O)C2O)c(=O)[nH]c1=O (stereo not drawn)	-17%	-1%	-4%	-1%	-6%	-6%	3%	0%	8
8	Clc1ccc(/C=N/c2c(-c3ccco3)nc3ccccn23)cc1	14%	-7%[57.1 µM]	-5%	-10%	-4%[9.24 µM]	-1%	26%	-13%	-28
9	COc1ccc(NC(=O)CN(C)C(=O)c2ccc(N3CCOCC3)c([N+](=O)[O-])c2)cc1	-7%	10%	-1%	-1%	-1%	?	2%	11%	11
10	Cc1ccc(Nc2ccc(S(=O)(=O)N3CCOCC3)cc2[N+](=O)[O-])c(C)c1	-13%	-6%	nt	4%	1%	?	17%	?	0
11	N#Cc1ccccc1/C=N/Nc1nc(-c2ccccc2)c2cc(Cl)ccc2n1	?	-17%	-1%	12%	13%	?	16%	-26%	-15
12	CCOC(=O)C1=C(C)N(CCCCCC(=O)O)C(=O)NC1c1ccccc1OS(=O)(=O)c1ccc(C)cc1 (stereo not drawn)	0%	-3%	-9%	0%	0%	5%	63%	3%	27
13	CCOC(=O)c1ccc(NC(=S)NCCCN2CCOCC2)cc1	0%	-1%	-17%	5%	8%	8%	3%	-12%	59
14	COC(=O)c1c(-c2cc(OC)cc(OC)c2)sc2ccc(OC)cc12	2%	-8%	0%	-6%	-10%	-2%	?	0%	-17
15	CC1(C(=O)NS(=O)(=O)C2CC2)CCCN(C(=O)c2cccc(Cl)c2)C1 (stereo not drawn)	4%	2%	nt	4%	27%	3%	nt	0%	-2
16	CCN(CCN(C)C)C(=O)Cn1ncc2c1-c1cc(C)ccc1OC2	-1%	-8%	-2%	-12%	-10%	-14%	-4%	0%	-8
17	C=CC[C@@H](Cc1ccc(F)cc1)C(=O)OC[C@@H]1CCCN1C(=O)[C@@H](CC=C)CC(=O)N[C@H](CO)Cc1ccccc1	-3%	-4%	-2%	-17%	?	?	?	-15%	?
18	NS(=O)(=O)c1ccc(-c2c(-c3ccccc3)sc3ccccc23)cc1	-5%	0%	-22%[9.22 µM]	4%	7%	9%	?	1%	6
19	COc1ccc(N2CCN(c3nc4c(C)cccn4c(=O)c3/C=C(\C#N)C(N)=O)CC2)cc1	-3%	-3%	2%	3%	1%	4%	8%	5%	17
20	O=C(COC(=O)/C=C/c1ccccc1Cl)NCc1ccco1	-9%	-16%	-5%	8%	6%	5%	17%	-2%	-18
21	O=C(Nc1nnc(S(=O)(=O)N2CCOCC2)s1)c1ccccc1Br	-4%	-13%[11.6 µM]	-14%	-4%	0%	-5%	7%	17%	2
22	COc1ccc(NC(=O)Nc2ccc3c(c2)C(=O)N([C@H](C)CO)C[C@H](C)[C@@H](CN(C)Cc2ccc(Cl)c(Cl)c2)OCCCC[C@@H](C)O3)cc1	-24%	-9%	nt	-16%	-28%	-2%	nt	-13%	?
23	CCOC(=O)C(=O)Nc1ccc2c(c1)OCO2	8%	-4%	-1%	16%	5%	18%	14%	-2%	18
24	c1ccc2c(c1)CCCN2c1nc2ccccc2n2cnnc12	27%	-8%	-5%	3%	0%	-7%	4%	-15%	33
25	COc1nn(C(C)C(=O)N2N=C(C(F)F)CC2(O)C(F)F)cc1[N+](=O)[O-] (stereo not drawn)	-6%	7%	-10%	2%	4%	-4%	10%	9%	2

Whole records, looked up by structure.
Results for CCOC(=O)c1ccc(NC(=S)NCCCN2CCOCC2)cc1 = ATXN2 expr inh: 0%; WRN helicase inh: -1%; SW480 rereplic: -17%; HT1080-NT tox: 5%; HT1080 IDH1KD tx: 8%; KB-V1 cytotox: 8%; MCF10A rereplic: 3%; KB-3-1 tox: -12%; IL-1B inflam inh: 59
Results for COc1ccc(NC(=O)CN(C)C(=O)c2ccc(N3CCOCC3)c([N+](=O)[O-])c2)cc1 = ATXN2 expr inh: -7%; WRN helicase inh: 10%; SW480 rereplic: -1%; HT1080-NT tox: -1%; HT1080 IDH1KD tx: -1%; KB-V1 cytotox: ?; MCF10A rereplic: 2%; KB-3-1 tox: 11%; IL-1B inflam inh: 11

Going on with the list:
entry	structure	ATXN2 expr inh	WRN helicase inh	SW480 rereplic	HT1080-NT tox	HT1080 IDH1KD tx	KB-V1 cytotox	MCF10A rereplic	KB-3-1 tox	IL-1B inflam inh
26	Nc1c(C(=O)NCc2ccco2)c2nc3ccccc3nc2n1CCc1ccccc1	nt	-1%	7.3µM*	?	0%	?	1.8µM*	-2%	-57*
27	COCCNC(=O)C1CCCN(C(=O)c2ccc3ccccc3n2)CC1 (stereo not drawn)	2%	0%	nt	16%	4%	-1%	nt	0%	13
28	O=C(NC1CCCC1)c1n[nH]c2ccccc12	-29%	8%	-70%[inhibitor]	0%	0%	0%	?	-5%	-23
29	COc1ccc(/C(C)=N/NC(=O)c2nnn(-c3nonc3N)c2CN(C)c2ccccc2)cc1	-12%	1%	-9%	-4%	-7%	-4%	4%	-1%	41
30	CSc1ccccc1OCc1cc(C(=O)NC(C)c2cnn(C)c2)no1 (stereo not drawn)	47%[activator]	-30%	6%	0%	-7%	nt	-2%	nt	-16
31	NS(=O)(=O)c1ccc(CCNCC#Cc2ccccc2)cc1	-21%	8%	?	-9%	-21%	0%	-2%	-2%	0
32	CCOc1ccc(C(=O)Nc2ccc(S(=O)(=O)Nc3nccc(C)n3)cc2)cc1OCC	-13%	7%	-2%	-8%	2%	-3%	8%	19%	36
33	CC(=O)Nc1ccc(N(C(=O)c2cnccn2)C(C(=O)NC2CCCCC2)c2ccc(F)cc2)cc1 (stereo not drawn)	-8%	2%	-1%	-4%	1%	-3%	2%	-2%	-2
34	N#Cc1ccc(NC(=S)NC(=O)C2CC2)cc1	nt	-4%	nt	-2%	-3%	14%	nt	20%	6
35	Cc1c(C(=O)/C=C/c2cccs2)oc2ccc(F)cc12	116%[activator]	0%	2%	-2%	0%	-30%	?	?	-17
36	Cc1ccc(S(=O)(=O)N2CCCCC2)cc1C(=O)N1CCN(c2ccccn2)CC1	-7%	6%	-6%	3%	2%	-2%	1%	3%	9
37	Cc1ccc(NC(=O)C2CC2C)cc1S(=O)(=O)N1CCOCC1 (stereo not drawn)	2%	0%	-3%	-13%	2%	-5%	8%	0%	11
38	Cc1ccccc1NC(=O)C1(C)Cc2ccccc2C(=O)O1 (stereo not drawn)	-6%	-4%	0%	3%	-4%	2%	?	5%	1
39	COc1ccc(S(=O)(=O)N(C)c2ccc(C(=O)Nc3cccnc3)cc2)cc1	5%	-14%	-1%	9%	3%	?	24%	0%	-20
40	Nc1ccccc1SCC(=O)Nc1cccc2ccccc12	25%	-3%[57.1 µM]	5%[1.84 µM]	?	0%	3%	-2%	12%	-10
41	CC(=O)c1sc(Nc2ccc(Oc3ccccc3)cc2)nc1C	1%	-6%	nt	?	?	0%	nt	0%	47
42	O=C(CSc1ccsc1[N+](=O)[O-])N1CCN(c2ccccc2)CC1	0%	?	-6%	-3%	3%	?	-1%	5.8µM*	-13
43	c1ccc2c(c1)Cc1cc3ccccc3nc1-2	19%	-1%[11.6 µM]	-2%	-16%	?	-1%	3%	-4%	13
44	O=C(Nc1ccc2c(c1)OCO2)C1CC(c2cccc(Br)c2)=NO1 (stereo not drawn)	-24%	11%	-5%	-9%	-18%	21%	9%	12%	40
45	O=C1Nc2ccccc2N(O)N1c1ccc(S(=O)(=O)N2CCCCCC2)cc1	-4%	-13%	-4%	14%	15%	?	?	28%	10
46	Cc1ccc(C2N(c3ccccc3)C(=O)N3CCCN23)cc1 (stereo not drawn)	nt	-9%	0.52µM*	-1%	1%	-10%	3%	-17%	3
47	CCC(C)(C(=O)NC1CCCCC1)N(CC1CCCO1)C(=O)c1ccccn1 (stereo not drawn)	-5%	6%	-2%	27%	1%	?	1%	4%	-12
48	Cc1cccc(NC(=O)CSc2nccn2Cc2ccco2)c1	27%	-6%	7%	4%	1%	-10%	-1%	18%	0
49	OCCN(Cc1ccccc1)Cc1ncccc1O	0%	-3%	-10%	12%	19%	12%	-1%	17%	-4
50	COCCCn1[nH]c2c3c(ccc2c1=O)C(=O)c1ccccc1C3=O	-15%	-13%	?	?	?	15µM*	?	?	-18
51	COc1ccc2cc(-c3ccsc3)ncc2c1	91%[activator]	-2%	-14%	-1%	5%	4%	8%	2%	56
